High-throughput results: PubChem, The Scripps Research Institute Molecular Screening Center
CHRM1 agonist: human M1 muscarinic receptor agonists, primary screen, Fluo-8 calcium fluorescence, CHO-K1 cells, HTS; Muscarinic acetylcholine receptor M1 (Homo sapiens), P11229; CHO-K1 hM1, agonist mode; 0% DMSO, 100% acetylcholine EC100; activation, % at 3 µM; 360,000 compounds, 0.33% hits;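 active = activation above the run's mean compound activation plus 3 SD, cut at about 16% in these data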;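 note: peak over basal fluorescence ratio within a 140 s kinetic read after compound addition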
Target sequence (P11229 whole entry, looked up): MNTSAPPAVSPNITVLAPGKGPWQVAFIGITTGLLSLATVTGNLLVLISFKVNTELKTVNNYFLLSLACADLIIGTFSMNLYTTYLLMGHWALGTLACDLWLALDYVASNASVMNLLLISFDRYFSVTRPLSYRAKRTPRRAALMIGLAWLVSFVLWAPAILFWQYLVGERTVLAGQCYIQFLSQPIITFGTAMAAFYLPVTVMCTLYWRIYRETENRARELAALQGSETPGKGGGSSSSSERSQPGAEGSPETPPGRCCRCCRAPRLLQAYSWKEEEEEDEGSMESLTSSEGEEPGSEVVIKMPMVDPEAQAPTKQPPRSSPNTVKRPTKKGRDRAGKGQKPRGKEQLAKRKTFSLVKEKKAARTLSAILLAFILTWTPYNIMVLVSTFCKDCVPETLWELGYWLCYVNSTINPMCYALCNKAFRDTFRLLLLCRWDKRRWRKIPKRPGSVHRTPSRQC
CHO parental Ca: ATP-evoked calcium signal inhibitors, parental CHO, primary screen, counter-screen for OX1R antagonist project, cell-based, fluorescence, Fluo-8 calcium dye; parental CHO-K1, ATP-induced calcium, Fluo-8 fluorescence; inhibition, % at 5.6 µM; 330,000 compounds, 0.63% hits; AID 463079, 2010;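 active = inhibition above that plate's mean sample inhibition plus 3 SD, cut at about 26% in these data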;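 note: 0% = ATP-challenged DMSO wells and 100% = DMSO wells without ATP; some compounds past the cut are filed as inactive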
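test system = CHO parental line | reagent = ATP stimulus | measured by = intracellular calcium via Fluo-8 no-wash fluorescent dye | control set = ATP and no-ATP DMSO wells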
M1 antag: human M1 muscarinic receptor antagonists, primary screen, CHO-K1 cells, Fluo-8 calcium fluorescence, 1536-well | 360,000 compounds, 1.3% hits | CHO-K1 hM1, ACh EC80 antagonist | Muscarinic acetylcholine receptor M1 (Homo sapiens), P11229 | AID 588852, 2011 | inhibition, % at 3 µM;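 active = percent inhibition above its own plate's cutoff, namely the mean of that plate's compound wells plus 3 SD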;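 note: peak over basal fluorescence ratio during 140 s after agonist addition; 0% = ACh EC80 plus DMSO and 100% = DMSO alone without agonist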
M1 PAM: human M1 muscarinic receptor positive allosteric modulators, primary screen, CHO-K1 cells, Fluo-8 calcium fluorescence, 1536-well | 360,000 compounds, 0.088% hits | activation, % at 3 µM | AID 588819, 2011 | CHO-K1 hM1, ACh EC20; 0% = ACh EC20, 100% = maximal ACh; in the data active = activation above about 19%, passing the limit was not always enough
M1 PAM parental: nonselective calcium activators in parental CHO-K1 cells, primary screen, counter-screen for M1 PAM project, cell-based, Fluo-8 calcium fluorescence, full deck, 1536-well. ATP EC20; 0% at ATP EC20, 100% at ATP max. activation, % at 3 µM. 360,000 compounds, 0.02% hits;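 active = activation above the run cutoff, the mean activation of all test compounds plus 3 SD, cut at about 40% in these data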;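 note: peak over basal fluorescence ratio in a 140 s read after ATP addition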
TAAR1 ag: human TAAR1 agonists, primary screen, Fluo-8 calcium fluorescence, CHO RD-HGA16 cells. vehicle wells 0%, saturating PEA agonist 100%. activation, % at 3 µM. 360,000 compounds, 0.99% hits;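 active = activation above the mean activation of all test compounds in the run plus 3 SD, cut at about 38% in these data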
Target sequence (Q96RJ0 whole entry, looked up): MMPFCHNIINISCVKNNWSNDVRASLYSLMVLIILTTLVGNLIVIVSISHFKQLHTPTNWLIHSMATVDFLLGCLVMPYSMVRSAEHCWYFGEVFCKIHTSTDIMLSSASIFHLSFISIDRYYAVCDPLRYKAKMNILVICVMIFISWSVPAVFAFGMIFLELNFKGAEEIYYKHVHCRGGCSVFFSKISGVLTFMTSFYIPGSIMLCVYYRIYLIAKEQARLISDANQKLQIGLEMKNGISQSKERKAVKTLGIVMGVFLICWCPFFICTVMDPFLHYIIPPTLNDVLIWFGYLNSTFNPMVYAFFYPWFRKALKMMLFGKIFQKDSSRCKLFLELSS
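System: CHO-derived RD-HGA16 cells with stable Gα16 and human TAAR1. Times: 17-24 h plating, Fluo-8 75 min 37 °C, 30 min RT. Measured by: calcium-sensitive Fluo-8 signal, excitation 470-495, emission 515-575 nm. Read-out basis: % activation relative to PEA EC100 response. Control set: DMSO and PEA EC100. Repeats: no replicates (n 1).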
TAAR1 antag: human TAAR1 antagonists, primary screen, Fluo-8 calcium fluorescence, CHO RD-HGA16 cells; antagonist; inhibition, % at 3 µM; 360,000 compounds, 1.5% hits;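 active = inhibition above a per-plate cutoff, the mean inhibition of test compounds on that plate plus 3 SD, cut at about 49% in these data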;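 note: 0% = DMSO plus EC80 beta-PEA response and 100% = DMSO alone without agonist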
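Material: CHO RD-HGA16 cells bearing hTAAR1; compound dosing: one-point dosing, 3 µM nominal final; schedule: dye loading 75 min at 37 °C, then 30 min room temperature; measured by: calcium fluorescence with Fluo-8; control set: vehicle and agonist controls; replication: n of 1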
CHO-K1 Ca antag: M1 antagonist counterscreen hit in parental CHO-K1 cells; ATP-induced calcium, Fluo-8 fluorescence; AID 602250; 360,000 compounds, 0.6% hits; inhibition, % at 3 µM;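 active = inhibition above a per-plate cutoff, the plate's mean sample inhibition plus 3 SD, cut at about 24% in these data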;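 note: 0% = DMSO plus EC80 ATP and 100% = DMSO alone without ATP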
CHO-K1 Ca ag: counter-screen for M1 agonists: effect in parental CHO-K1 cells. Fluo-8 calcium fluorescence; scaled to maximal ATP response, vehicle zero. 360,000 compounds, 0.48% hits. activation, % at 3 µM; in the data active = activation above about 15%;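 note: untransfected CHO-K1 host cells lacking M1 receptor as counterscreen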
* = called active by the depositor; x = no result given. Random draw from the library, and some 4.4% of all compounds hit somewhere here.

cpd	smiles	CHRM1 agonist	CHO parental Ca	M1 antag	M1 PAM	M1 PAM parental	TAAR1 ag	TAAR1 antag	CHO-K1 Ca antag	CHO-K1 Ca ag
1	O=C(c1ccco1)N1CCN(C2CN(Cc3ccc([N+](=O)[O-])cc3)S(=O)(=O)C2)CC1 (stereo unspecified)	-4	x	1	-2	-4	3	-10	4	0.2
2	CCOC(=O)c1ccc(N2C(=O)c3n[nH]c(C)c3C2c2ccc(O)cc2)cc1 (stereo unspecified)	-2	4	5	2	-2	4	1	7	-0.1
3	C/C(=C\C(=O)c1cccnc1)Nc1ccc(O)cc1	-4	-15	-4	8	28	2	11	-10	2.1
4	COc1ccc2cc(-c3ccccc3)ncc2c1	-4	-5	-5	5	4	18	-8	-10	0.3
5	COc1ccc(C(=O)C[n+]2cccc(C(N)=O)c2)cc1	-12	-7	-26	11	5	1	-4	-5	0.8
6	CCn1c(=N)n(CC(=O)c2cccc([N+](=O)[O-])c2)c2ccccc21	-5	-4	4	0	1	1	12	-6	-0.2
7	O=C(Nc1ccccc1)C(=O)Nc1ccccn1	-1	-2	-2	4	13	-3	2	-8	4.9
8	CC1=C(C)CC(C(=O)NC2CCN(C(C)C)CC2)C(C(=O)O)C1 (stereo unspecified)	-6	-13	50*	-22	-28	1	-12	18	0.3
9	Cc1ccc(-c2cc(C(=O)N/N=C/c3ccc([N+](=O)[O-])o3)c3ccccc3n2)o1	-2	x	-3	0	12	4	11	-9	1.4
10	CCOC(=O)/C(C#N)=C/c1cn(CCC(=O)O)nc1-c1ccc(Cl)cc1	-3	-7	1	1	-12	4	8	7	-0.3
11	CCc1ccc(NC(=S)N2CCC(NC(=O)C3CCCCC3)CC2)cc1	-6	2	-7	6	12	1	-10	-19	1.2
12	O=C1COc2ccc(C(=O)CSc3nnnn3-c3ccccc3)cc2N1	0	-2	-7	3	-6	5	16	2	0.6
13	COc1ccc(-c2nn(-c3ccccc3)cc2CNC[C@H]2O[C@@H](n3cnc4c(N)ncnc43)[C@H](O)[C@@H]2O)cc1	-7	-3	-13	4	14	1	4	-11	1.1
14	Cc1ccc(S(=O)(=O)Nc2ccc3ccccc3n2)cc1	-2	-8	-1	2	-7	-1	-15	11	4.0
15	COc1ccc(-c2csc(Nc3ccc(S(=O)(=O)Nc4cc(OC)nc(OC)n4)cc3)n2)cc1	-7	15	-6	11	14	-1	34	1	0.2
16	O=C(COc1ccccc1Br)Nc1ccc(S(=O)(=O)N2CCCC2)cc1	-4	5	42*	-29	4	12	23	-13	6.0
17	O=C(CN1CCN(C2CCS(=O)(=O)C2)CC1)N1N=C(c2ccc(Cl)cc2)CC1c1ccco1 (stereo unspecified)	-7	x	-10	6	24	-1	-4	1	-0.6
18	O=C(N/N=C/C=C/c1ccccc1)C1CC1(c1ccccc1)c1ccccc1 (stereo unspecified)	-7	-47	-4	1	16	3	-16	-25	0.1
19	O=C(COC(=O)CCNS(=O)(=O)c1ccc2c(c1)OCCO2)NC1CCCc2ccccc21 (stereo unspecified)	-3	-13	16	-5	-5	3	2	8	1.1
20	Cc1ccc(CSC(Nc2ccc(F)cc2)=C(C#N)C#N)cc1	-1	14	17	-12	6	6	19	20	11
21	COc1ccccc1N1CCN(C(=O)C2c3ccccc3Oc3ccccc32)CC1	-5	-18	-6	-8	16	12	10	-15	0.6
22	COc1ccc(-c2cc(-c3cccs3)c(C#N)c(SCC(=O)NCc3ccccc3)n2)cc1	-2	-11	-37	9	13	7	-1	-11	0.2
23	CCCc1cc(=O)[nH]c(SCC(=O)Nc2ccccc2C#N)n1	-3	-6	0	7	23	1	2	-5	0.9
24	CS(=O)(=O)c1ccc(Cl)c(NC(=O)COC(=O)CCc2c[nH]c3ccccc23)c1	5	8	-6	6	3	11	27	13	7.9
25	CN(c1ccc(C(=O)Nc2ccc(Cl)cn2)cc1)S(=O)(=O)c1ccccc1	0	4	9	-2	-12	3	10	0	4.4
26	CCOC(=O)c1cnc(SCCc2ccccc2)nc1N	-3	-5	0	8	-6	-3	-9	5	-0.1
27	CCOc1ccc(C)cc1-n1nc2ccccc2n1	-1	-10	-8	6	-5	11	5	12	-0.5
28	CCOc1ccccc1-c1nc(C(N)=O)c2[nH]c(=O)n(-c3ccccc3)c2n1	1	1	-5	11	-1	6	3	12	-0.5
29	CCc1nc2c(OCc3ccccc3)cccn2c1N(C)C(=O)c1ccc(OC)cc1	-5	x	-8	2	1	-1	-13	3	0.3
30	Cc1cccc(C(=O)NC(=S)Nc2ccc3[nH]c(=O)[nH]c3c2)c1	-5	10	12	-7	6	7	-2	6	0.0
31	CCOc1ccc(NS(=O)(=O)c2ccc(C(=O)N3CCCC(C)C3)cc2)cc1 (stereo unspecified)	39*	52*	28*	-14	-5	114*	79*	8	31*
32	COCCCNC(=O)C1CC(=O)N(CCc2ccccc2)C1 (stereo unspecified)	-5	6	-5	10	11	0	11	-8	0.4
33	CCc1ccc(C(=O)Nc2ccc(S(=O)(=O)Nc3nc(C)cc(C)n3)cc2)o1	2	2	-29	6	-7	8	4	10	-0.4
34	Cc1nc(-c2nc(-c3c(C(=O)NNC(=O)c4ccc(Cl)cc4)noc3C)cs2)cs1	-4	-9	-13	6	13	0	-27	-7	-0.3
35	CSc1ccc2[nH]c(=O)cc(C)c2c1	-3	-13	-45	5	12	4	0	-2	0.2
36	CCCOc1ccc(NC(=O)c2c(-c3ccccc3)noc2C)cc1	-2	-17	-12	10	16	-3	2	-6	-0.1
37	CC(=O)NNC(=O)c1[nH]c2ccc(Br)cc2c1-c1ccccc1	0	x	-10	8	-1	14	12	1	0.9
38	Cc1ccccc1-c1nnc(SCC(=O)N(C)c2c(N)n(Cc3ccccc3)c(=O)[nH]c2=O)n1C	-4	-4	-7	5	9	1	-9	1	0.6
39	Cc1sc2nc(SCC(=O)OC(C)C)n(C)c(=O)c2c1C	-6	x	2	3	-4	3	4	14	-0.1
40	COc1cccc(C(=O)Nn2c(C)nnc2-n2nc(C)cc2C)c1	-3	10	-5	7	12	6	11	3	0.1
41	CCOc1ccc(NC(=O)Cn2nnc(-c3ccccc3F)n2)cc1	-5	-17	2	-3	-2	75*	32	-14	1.2
42	O=[N+]([O-])c1ccc(N/N=C/c2ccccc2)c(F)c1	-7	-13	-6	-7	26	31	43	-10	1.3
43	CCOC(=O)C(=CNc1ccc(-c2ccco2)c(Cl)c1)C(=O)OCC	-1	-22	0	8	-14	-2	-78	-1	-1.1
44	O=c1c2c3c(sc2ncn1-n1cccc1)CCCCC3	-5	-36	3	1	13	12	-6	-15	0.4
45	CCCCSc1nnc(-c2ccccc2)c2ccccc12	-10	-21	-17	12	24	12	-15	-7	0.9
46	O=C(NCc1ccccc1)C(=O)NCC1OCCN1C(=O)c1ccc(Cl)cc1 (stereo unspecified)	0	-22	-9	15	1	4	-16	-18	0.7
47	CC(=O)c1c(C)oc2ccc(N(C(C)=O)S(=O)(=O)c3ccc(Cl)c([N+](=O)[O-])c3)cc12	-3	-2	-14	1	20	13	1	-7	0.4
48	O=C(/C=C1\NCC2c3ccccc3CCN2C1=O)c1ccccc1 (stereo unspecified)	-3	-12	-16	13	21	3	8	-7	0.5
49	Cc1cccc(C)c1NC(=S)N1CCC(N(C)CC2CCCO2)CC1 (stereo unspecified)	-7	11	-1	2	18	10	14	-30	1.0
50	O=C(/C=C/c1ccccc1)Nc1cccnc1Oc1ccccc1F	-4	-22	10	-1	-7	2	18	-4	4.8
51	COc1ccc(NC(=O)C2Cc3c(-c4cccc(NC(C)=O)c4)ccnc3O2)cn1 (stereo unspecified)	0	x	-9	0	14	7	-28	-11	4.1
52	COc1nc2ccc(C)cc2cc1-c1noc(-c2ccccc2)n1	-4	-13	3	4	7	3	8	-21	0.4
53	O=C(c1noc2c1CCCC2)N1CCN(c2ccc(F)cc2)CC1	-5	-8	7	-5	21	x	x	-7	2.3
54	CN1CCN(c2nc3c(c(=O)[nH]c(=O)n3C)n2Cc2cccc3ccccc23)CC1	-6	-11	-16	0	4	-1	20	-6	-0.2
55	O=C(CSc1nc2ccccc2o1)NCc1ccc2c(c1)OCO2	-2	-13	16	-8	12	1	20	3	7.7
56	Cc1nnc(SCc2nc3ccccc3[nH]2)s1	-3	-5	-6	2	14	20	5	-10	-0.3
57	O=C1C2C3C=CC(C3)C2C(=O)N1c1cccc(-c2nc3ccccc3o2)c1 (stereo unspecified)	-4	-7	-3	4	13	8	-7	-9	0.5
58	CCCN(CC(=O)Nc1ccccc1OC)C(=O)CN1C(=O)NC2(CCCCC2)C1=O	4	-13	-3	8	-8	-1	3	9	-0.5
59	Cc1ccc(C)c(Cn2nnc3c(=O)[nH]c(C4CCN(C(=O)c5cccs5)CC4)nc32)c1	-1	-32	-6	9	20	11	9	-8	1.7
60	CN(C(=O)CSc1nnc(-c2ccc3c(c2)OCO3)o1)C1CCS(=O)(=O)C1 (stereo unspecified)	-2	-10	-5	3	12	11	-2	-15	1.7

A different layout for two compounds above:
Order of results – CHRM1 agonist	CHO parental Ca	M1 antag	M1 PAM	M1 PAM parental	TAAR1 ag	TAAR1 antag	CHO-K1 Ca antag	CHO-K1 Ca ag
(12) O=C1COc2ccc(C(=O)CSc3nnnn3-c3ccccc3)cc2N1
→ 0	-2	-7	3	-6	5	16	2	0.6
(45) CCCCSc1nnc(-c2ccccc2)c2ccccc12
→ -10	-21	-17	12	24	12	-15	-7	0.9

Additional results:
cpd	smiles	CHRM1 agonist	CHO parental Ca	M1 antag	M1 PAM	M1 PAM parental	TAAR1 ag	TAAR1 antag	CHO-K1 Ca antag	CHO-K1 Ca ag
61	CCCc1nc2oc3cc(OC)ccc3c(=O)c2c(=O)n1Cc1ccco1	1	-13	1	7	16	21	-9	-10	0.5
62	Cc1ccc(S(=O)(=O)N2Cc3ccccc3CC2C(=O)Nn2cnnc2)cc1 (stereo unspecified)	-1	-6	-6	10	0	5	-16	5	0.5
63	CC(NC(=O)c1ccccc1)C(=O)N/N=C/c1cccc([N+](=O)[O-])c1 (stereo unspecified)	-6	-11	2	-1	1	0	-14	2	0.1
64	COc1ccc(-c2nc3ccc(C(=O)NCC(OC)OC)cc3nc2-c2ccc(OC)cc2)cc1	-5	-18	9	1	4	2	18	3	2.7
65	COCc1nnc(SCC(=O)Nc2cccc(Cl)c2C)n1-c1ccccc1	-4	-18	-1	1	6	9	8	-5	2.0
66	COC(=O)c1cc(NS(=O)(=O)c2ccc3c(c2)CCC(=O)N3)cc(C(=O)OC)c1	1	-17	-3	9	8	8	8	0	-0.4
67	CN1CC(=O)N(CC(=O)NCCc2ccc(F)cc2)c2ccccc2C1=O	-2	-2	1	3	8	12	5	7	0.5
